Pf apPOL block – Pf-apPOL DNA polymerase inhibition | Recombinant Pf-apPOL, molecular beacon fluorescence, 1.5 h | inhibition, % at 10 µM | 0.25% of 210,000 active
mHTT-CaM PPI inh – disrupts binding of mutant huntingtin to calmodulin; P42858; inhibition, % at 15 µM; 3.6% of 190,000 active; AID 1671202; AlphaScreen His-mHTT/GST-CaM binding, luminescence;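 note: 0% = both proteins with DMSO and 100% = one protein alone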
An asterisk follows results filed as active; & = joins results of further samples. Cut-off read from the data, not from the text of the source: active = inhibition above about 50%; inactive = the rest.

How did Cc1cccc(-n2nc3c(c2NC(=O)c2ccc(S(=O)(=O)N4CCCC4)cc2)CSC3)c1 do in these assays?
Pf apPOL block: 5.1; mHTT-CaM PPI inh: 7.0

What do the screens show for `COC(=O)CNC(=O)C1CN(S(=O)(=O)c2ccccc2)CC12CCCCC2` (stereo not drawn)?
Pf apPOL block: -0.3; mHTT-CaM PPI inh: -2.9

What do the screens show for `O=C(NCC1CCCO1)c1ccc2c(c1)C(=O)N(C1CCCCC1)C2=O` (stereo not drawn)?
Pf apPOL block: 0.3; mHTT-CaM PPI inh: -1.6

Results for COc1ccccc1CC(=O)N1CCC2(C1)NCc1ccccc1NC2=NC(C)(C)C (stereo not drawn) ?
Pf apPOL block: -5.1; mHTT-CaM PPI inh: 46.6

What do the screens show for `O=C(c1ccc(OCC2CCN(C(=O)c3cccc(Cl)c3)CC2)cc1)N1CCCCC1`?
Pf apPOL block: -7.7; mHTT-CaM PPI inh: 24.4

What do the screens show for `CCCC(C)C(=O)N1CC(C)CC(C)C1` (stereo not drawn)?
Pf apPOL block: -3.1; mHTT-CaM PPI inh: 12.1

Results for COc1cc(NC(=O)CCCn2nc(C)c([N+](=O)[O-])c2C)c(OC)cc1Cl ?
Pf apPOL block: -6.6; mHTT-CaM PPI inh: 7.0

Results for O=c1c2c(nc(SCc3ccccc3Cl)n1-c1ccccc1)CCS2 ?
Pf apPOL block: -4.8; mHTT-CaM PPI inh: 19.0

What do the screens show for `CCNC(=O)C1CCN(c2cccc(Cl)c2)C1=O` (stereo not drawn)?
Pf apPOL block: -6.5; mHTT-CaM PPI inh: -8.1

How did CCCCNC(=O)C=CC(=O)O do in these assays?
Pf apPOL block: 5.5; mHTT-CaM PPI inh: 0.3

How did O=C(NCC1OCCc2ccccc21)c1ccccc1[N+](=O)[O-] (stereo not drawn) do in these assays?
Pf apPOL block: -2.0; mHTT-CaM PPI inh: 4.0

How did CCCC(O)=C1C(=O)CC(C)(C)CC1=Nc1ccccc1 do in these assays?
Pf apPOL block: 14.4; mHTT-CaM PPI inh: -11.1

How did COC(=O)c1ccc2c(c1)CC(CNC(=O)c1ccccc1C)O2 (stereo not drawn) do in these assays?
Pf apPOL block: -4.3; mHTT-CaM PPI inh: 4.4

Results for COc1ccc(-c2nc(-c3nnn(-c4ccc(F)cc4)c3C)no2)cc1OC ?
Pf apPOL block: -4.9; mHTT-CaM PPI inh: -6.1

How did CCc1ccc(NC(=O)CN(c2cccc(Br)c2)S(C)(=O)=O)cc1 do in these assays?
Pf apPOL block: -8.7; mHTT-CaM PPI inh: -4.0

Results for O=C(Nc1c(F)cccc1F)c1cn(-c2ccc(Cl)cc2)c(=O)c2ccccc12 ?
Pf apPOL block: -3.0; mHTT-CaM PPI inh: 3.0

What do the screens show for `Cc1nc2sc(-c3ccc([N+](=O)[O-])cc3)c(N)c2c(C)c1Cl`?
Pf apPOL block: -2.1; mHTT-CaM PPI inh: -1.0

How did CC1C(c2ccccc2)NCCC1(O)C#N (stereo not drawn) do in these assays?
Pf apPOL block: -1.6; mHTT-CaM PPI inh: -8.7

Results for O=C1C2=C(Nc3[nH]c(=O)[nH]c(=O)c3C2c2ccc(F)cc2)c2ccccc21 (stereo not drawn) ?
Pf apPOL block: 5.4; mHTT-CaM PPI inh: 33.0

How did Cc1nc(-c2cnccn2)nc2c1CCC(=O)N2Cc1ccccc1 do in these assays?
Pf apPOL block: -1.3; mHTT-CaM PPI inh: 8.7

What do the screens show for `Cn1cc(OCc2ccc(F)cc2)c(=O)cc1C(=O)N1CCN(C(=O)c2ccco2)CC1`?
Pf apPOL block: -7.5; mHTT-CaM PPI inh: -9.5

Results for COc1ccccc1C(=O)Nc1cccn2nc(C3CCC3)nc12 ?
Pf apPOL block: -0.6; mHTT-CaM PPI inh: -3.0

How did O=C(NCCc1ccccc1)[C@@H]1CC=C[C@@H]2CCN(Cc3ccccc3)C(=O)[C@@H]21 do in these assays?
Pf apPOL block: -4.7; mHTT-CaM PPI inh: 6.7

What do the screens show for `CC1=NN(c2ccc(C)c(Cl)c2)C(=O)C1`?
Pf apPOL block: -2.1; mHTT-CaM PPI inh: 91.1*

What do the screens show for `O=C(NCCn1nc(-c2ccco2)ccc1=O)c1ccccc1C(F)(F)F`?
Pf apPOL block: 5.6; mHTT-CaM PPI inh: 33.9

Results for CC1=NN(C(=O)c2ccccc2)C(O)(c2ccc(Br)cc2)C1 (stereo not drawn) ?
Pf apPOL block: -3.4; mHTT-CaM PPI inh: 17.0

What do the screens show for `NC(=O)c1c(N2C(=O)c3ccccc3C2=O)sc2c1CCCC2`?
Pf apPOL block: 2.0; mHTT-CaM PPI inh: 3.0

What do the screens show for `N#Cc1c(C(F)(F)F)cc(-c2ccccc2)nc1SCc1nc(N)nc(N2CCOCC2)n1`?
Pf apPOL block: -4.2; mHTT-CaM PPI inh: -9.0

Results for O=C(NCc1ccc(N2CCCCCC2)nc1)C1CCCCC1 ?
Pf apPOL block: 1.1; mHTT-CaM PPI inh: 8.3

Results for Cc1ccc(C)c(NC(=O)N2CC(C)C(c3nc(-c4cccnc4)no3)C2)c1 (stereo not drawn) ?
Pf apPOL block: -4.7; mHTT-CaM PPI inh: 5.0

How did O=C1OC2CC1N(C(=O)c1ccccc1Br)C2 (stereo not drawn) do in these assays?
Pf apPOL block: -0.4; mHTT-CaM PPI inh: -5.5

Results for CCN(CC)C(=O)CSc1nc2c(cc1C#N)CCCC2 ?
Pf apPOL block: 0.9; mHTT-CaM PPI inh: -7.0

How did COc1ncc(C(=O)NCc2ccccc2C(F)(F)F)cn1 do in these assays?
Pf apPOL block: -1.2; mHTT-CaM PPI inh: -9.1

Results for Cc1oncc1CN1CCN(C(=O)c2ccc3[nH]ccc3c2)CC1 ?
Pf apPOL block: 1.0; mHTT-CaM PPI inh: -0.5

Results for O=C(COc1ccc(/C=C2\NC(=O)NC2=O)cc1)Nc1ccccc1 ?
Pf apPOL block: -5.6; mHTT-CaM PPI inh: 24.0

How did COc1ccc(C(=O)N2CCC(c3cc(N)on3)CC2)c(OC)c1 do in these assays?
Pf apPOL block: -2.4; mHTT-CaM PPI inh: 0.4

What do the screens show for `CCCc1noc(-c2cccnc2N2CCCN(C(=O)C3CC3)CC2)n1`?
Pf apPOL block: -6.7; mHTT-CaM PPI inh: 1.8

How did COc1cc(C)c(C)cc1S(=O)(=O)N1CCCc2ccccc21 do in these assays?
Pf apPOL block: 2.1; mHTT-CaM PPI inh: -4.6

What do the screens show for `O=C(CCn1ccc(=O)[nH]c1=O)NCCOc1ccc2nnc(-c3cccc(F)c3)n2n1`?
Pf apPOL block: -4.9; mHTT-CaM PPI inh: -10.4

Results for COCc1cc(C)nc2sc3c(=O)[nH]c(-c4ccccc4O)nc3c12 ?
Pf apPOL block: -4.2; mHTT-CaM PPI inh: -3.0

Results for O=C(CCSCc1ccccc1F)NCCC1=CCCCC1 ?
Pf apPOL block: 39.2; mHTT-CaM PPI inh: -10.0

What do the screens show for `COc1ccc(C(=O)Nc2ccccc2)cc1S(=O)(=O)NCc1ccccc1`?
Pf apPOL block: -2.1; mHTT-CaM PPI inh: 9.5

Results for N#CC(=C(\N)Sc1ccccc1N)/C(C#N)=C(/N)Sc1ccccc1N ?
Pf apPOL block: 2.1

How did Cc1c(C)c(C)c(S(=O)(=O)Nc2cc(C(F)(F)F)cc(C(F)(F)F)c2)c(C)c1C do in these assays?
Pf apPOL block: -0.4

How did COCc1cc(=O)[nH]c(SCCS(=O)(=O)c2ccc(C)cc2)n1 do in these assays?
Pf apPOL block: 1.1&-9.9

Results for CCSc1nc(C)c(C)c(=O)[nH]1 ?
Pf apPOL block: -10.5

What do the screens show for `O=C1c2ccccc2C(=O)N1CNc1ccc(N2CCOCC2)cc1`?
Pf apPOL block: -0.7

What do the screens show for `N#Cc1cc2c(nc1SC1CC(=O)N(c3ccccc3)C1=O)CCC2` (stereo not drawn)?
Pf apPOL block: 6.6; mHTT-CaM PPI inh: 26.0

How did CCOC(=O)CCC(=O)N1CCCC(c2nnc(-c3ccc(OC)cc3)s2)C1 (stereo not drawn) do in these assays?
Pf apPOL block: -10.8; mHTT-CaM PPI inh: -4.4

Results for O=C(Nc1c(F)cc(F)cc1Br)c1cc(S(=O)(=O)N2CCCCC2)ccc1F ?
Pf apPOL block: 7.0; mHTT-CaM PPI inh: 1.0

How did CN1c2cc(C(=O)N3CCC(C(N)=O)CC3)ccc2C(=O)N2CCCCC21 (stereo not drawn) do in these assays?
Pf apPOL block: -2.6; mHTT-CaM PPI inh: -1.8

What do the screens show for `CCCNC(=O)Cn1cnc2sc(C(=O)NCC3CCCN3CC)c(C)c2c1=O` (stereo not drawn)?
Pf apPOL block: -6.1; mHTT-CaM PPI inh: 3.0

How did CSc1nc2ccc3nc(NC(=O)CN4C(=O)c5ccccc5C4=O)sc3c2s1 do in these assays?
Pf apPOL block: -0.6; mHTT-CaM PPI inh: -5.0

How did CC(=O)Nc1cccc(-c2nnc(SCC(=O)c3ccc(Br)cc3)n2C)c1 do in these assays?
Pf apPOL block: -6.3; mHTT-CaM PPI inh: 11.7

Results for CCOc1cc(C2Nc3ccccc3C(=O)N2c2ccccc2)ccc1O (stereo not drawn) ?
Pf apPOL block: -2.7; mHTT-CaM PPI inh: 0.0

What do the screens show for `O=C1OC(c2ccccc2Cl)=N/C1=C\c1ccc(Br)cc1`?
Pf apPOL block: -5.8; mHTT-CaM PPI inh: -2.0

How did COc1cccc(C=C2N=C(c3cccs3)OC2=O)c1OC do in these assays?
Pf apPOL block: 0.4

How did Cc1c(-c2ccccc2)[nH]n2c(=O)c3c(nc12)CCC3 do in these assays?
Pf apPOL block: -5.9; mHTT-CaM PPI inh: 2.0

What do the screens show for `COc1ccc(-c2nc(C3CN(C(=O)NCc4ccccc4)C3)no2)cc1`?
Pf apPOL block: -0.1; mHTT-CaM PPI inh: 2.2

Results for CC(=NCCCN1CCOCC1)c1c(-c2ccccc2)[nH]n(-c2nc3ccccc3s2)c1=O ?
Pf apPOL block: -3.2; mHTT-CaM PPI inh: 51.0*

Fetched one by one from the list above (three):
What do the screens show for `CCCNC(=O)Cn1cnc2sc(C(=O)NCC3CCCN3CC)c(C)c2c1=O` (stereo not drawn)?
Pf apPOL block: -6.1; mHTT-CaM PPI inh: 3.0

Results for CCOc1cc(C2Nc3ccccc3C(=O)N2c2ccccc2)ccc1O (stereo not drawn) ?
Pf apPOL block: -2.7; mHTT-CaM PPI inh: 0.0

How did COc1cccc(C=C2N=C(c3cccs3)OC2=O)c1OC do in these assays?
Pf apPOL block: 0.4

(continued)
How did NC(=O)c1ccccc1 do in these assays?
Pf apPOL block: 14.2

How did O=C(CCc1ccccc1)NCc1cccnc1 do in these assays?
Pf apPOL block: -1.4; mHTT-CaM PPI inh: -5.4

How did Cc1onc(-c2ccccc2)c1C(=O)NCc1ccc(F)cc1 do in these assays?
Pf apPOL block: -7.5; mHTT-CaM PPI inh: -4.2

How did Cc1ccc(S(=O)(=O)Nc2ccccc2C(=O)O)cc1 do in these assays?
Pf apPOL block: 3.8; mHTT-CaM PPI inh: 0.3

What do the screens show for `Cc1ccc(CN2C(=O)NC3(CCCN(C(=O)c4ccc(F)c(Cl)c4)C3)C2=O)cc1` (stereo not drawn)?
Pf apPOL block: -5.2; mHTT-CaM PPI inh: -3.0

Results for Cc1cc(-n2nnc(C(=O)O)c2-c2ccncc2)ccc1F ?
Pf apPOL block: -1.6; mHTT-CaM PPI inh: -11.0

Results for CCNS(=O)(=O)c1ccc(NC(=O)c2ccc(Cn3cc([N+](=O)[O-])cn3)o2)cc1 ?
Pf apPOL block: -3.0; mHTT-CaM PPI inh: -2.0

How did COc1cc(CN2CCCN(C)CC2)cc([N+](=O)[O-])c1O do in these assays?
Pf apPOL block: -2.3; mHTT-CaM PPI inh: 1.3

What do the screens show for `O=C(NC(=O)c1ccc(Oc2ccc(Cl)cc2)c([N+](=O)[O-])c1)NN1CCOCC1`?
Pf apPOL block: -10.8

How did CSc1ccc(/C=C2\N=C(c3ccccc3Cl)OC2=O)cc1 do in these assays?
Pf apPOL block: 0.1; mHTT-CaM PPI inh: 0.0

Results for CC1(C)S[C@@H]2[C@@H](C(=O)O)NC(=O)N2[C@H]1C(=O)O ?
Pf apPOL block: -3.3; mHTT-CaM PPI inh: -1.1

Results for Cc1cc(NC(=O)c2ccc(Br)cc2)nc(C)n1 ?
Pf apPOL block: -2.4; mHTT-CaM PPI inh: 4.0

Results for CCn1c(SCC(=O)c2ccc([N+](=O)[O-])cc2)nnc1-c1ccc2c(c1)OCO2 ?
Pf apPOL block: 4.6; mHTT-CaM PPI inh: 8.0

What do the screens show for `COc1ccc(S(=O)(=O)N2CCC(c3cc4n(n3)CCCN(C)C4=O)CC2)cc1`?
Pf apPOL block: -5.7; mHTT-CaM PPI inh: 4.8

Results for Clc1ccc(-c2nc3ccc4ccccc4c3c3c2CCC3)c(Cl)c1 ?
mHTT-CaM PPI inh: -9.5

What do the screens show for `Cc1nc(-c2ccncc2)nc2c1CCC(=O)N2C1CCCC1`?
Pf apPOL block: 0.7; mHTT-CaM PPI inh: -7.9

Results for CN(C(=O)COc1cccc(Br)c1)C1CCS(=O)(=O)C1 (stereo not drawn) ?
Pf apPOL block: 7.3; mHTT-CaM PPI inh: 0.0

What do the screens show for `Cc1cccc(-c2noc(CN3C(=O)COc4ccccc43)n2)c1`?
Pf apPOL block: 1.7; mHTT-CaM PPI inh: -25.7

Ordered by molar mass (highest first): 5 of the compounds above
What do the screens show for `COc1ccc(S(=O)(=O)N2CCC(c3cc4n(n3)CCCN(C)C4=O)CC2)cc1`?
Pf apPOL block: -5.7; mHTT-CaM PPI inh: 4.8

Results for CN(C(=O)COc1cccc(Br)c1)C1CCS(=O)(=O)C1 (stereo not drawn) ?
Pf apPOL block: 7.3; mHTT-CaM PPI inh: 0.0

What do the screens show for `Cc1cccc(-c2noc(CN3C(=O)COc4ccccc43)n2)c1`?
Pf apPOL block: 1.7; mHTT-CaM PPI inh: -25.7

Results for Cc1cc(NC(=O)c2ccc(Br)cc2)nc(C)n1 ?
Pf apPOL block: -2.4; mHTT-CaM PPI inh: 4.0

Results for CC1(C)S[C@@H]2[C@@H](C(=O)O)NC(=O)N2[C@H]1C(=O)O ?
Pf apPOL block: -3.3; mHTT-CaM PPI inh: -1.1

Screening results deposited in PubChem BioAssay by University of Kansas High Throughput Screening Laboratory.
